Screening results as filed in PubChem BioAssay.
NCI-60 one-dose screen, 48 h, at 10 µM unless noted. Numbers give growth in % (100 = growth as untreated, 0 = no growth, -100 = all killed).
SK-MEL-28: SK-MEL-28 melanoma | actives 4.1% (n = 81,000) | AID 1794761
A549/ATCC: A549/ATCC NSCLC; actives 3.7% (n = 81,000); AID 1794740
MDA-MB-435: MDA-MB-435 melanoma | actives 7.8% (n = 82,000)
M14: M14 melanoma; actives 6.2% (n = 80,000); AID 1794745
SK-MEL-2: SK-MEL-2 melanoma | actives 4.7% (n = 77,000)
UACC-257: UACC-257 melanoma. actives 4.4% (n = 78,000)
SK-MEL-5: SK-MEL-5 melanoma; AID 1794755; actives 6.4% (n = 80,000)
UACC-62: UACC-62 melanoma. AID 1794756. actives 5.4% (n = 81,000)
* marks the source's active call; other numbers are inactive results; . = no result given; & = joins results of further samples; [ ] = dose if it differs, or a comment. The calls were made as follows: active = growth percent below 10; inactive = the rest.

SMILES	SK-MEL-28	A549/ATCC	MDA-MB-435	M14	SK-MEL-2	UACC-257	SK-MEL-5	UACC-62
Cc1ccc(/C=C/C(=O)c2ccc(O)c(CN3CCN(c4cc5c(cc4F)c(=O)c(C(=O)O)cn5C4CC4)CC3)c2)cc1	85	30	85	67	87	98	65	57
COc1cc2c(=O)n3c4c(cccc4c2cc1OC)CC3	105	109	95	102	117	118	96	94
CCOC(=O)c1cn2ncnc(Oc3ccc(NC(=O)Nc4ccc(Cl)c(C(F)(F)F)c4)cc3)c2c1C	94	91	95	88	110	86	96	72
Nc1nc(Nc2ccccc2)c2ncn(Cc3cc4c(cc3Br)OCO4)c2n1	52	14	-17*	16	37	58	-6.2*	34
CC(C)(C)C1=CC(=C2C=C(C(C)(C)C)C(=O)C(C(C)(C)C)=C2)C=C(C(C)(C)C)C1=O	115	95	53	90	.	87	109	89
COc1cc(C(=O)c2c(N)c(C#N)cn2-c2ccc(Cl)cc2Cl)cc(OC)c1OC	105	98	107	103	99	103	100	95
Cc1cc(-c2ccccc2)n(N2NN=NC2(C)c2cccc(Cl)c2)c(=S)n1 (stereo not given)	104	92	98	100	98	96	97	92
Cc1ccc2c(c1)nc(-c1ccccc1)n2CC(=O)N=Nc1c(O)[nH]c2ccccc12	118	114	114	97	103	118	85	71
Cn1ccnc1C(=O)/C=C/c1ccc(CC(=O)NC2CCCCC2)cc1	92	64	54	90	108	85	71	73
C1=C(c2ccccc2)n2cnc3ncnc(c32)S1	107	102	102	97	104	112	98	103
O=c1[nH][n+](-c2ncn[nH]2)no1	105	104	99	102	113	103	106	101
O=C1CC2(CCCC2)Oc2cccnc21	102	98	105	102	96	104	100	92
NC(N)=NCCCCNC(=O)/C(Cc1ccc(O)c(Br)c1)=N/O	110	108	100	102	108	102	100	102
O=[N+]([O-])c1c(F)cccc1Nc1cccc(F)c1	118	106	105	103	103	93	101	.
CN(c1ccccc1)c1ccc2c(c1)OCCC21CC1Nc1cnccc1C(=O)O (stereo not given)	69	83	83	81	97	77	49	62
CN(C1c2ccccc2Oc2ccccc21)S(=O)(=O)c1ccc2ccccc2c1	81	81	82	72	92	93	76	.
O/N=C/c1cccc(Cl)c1	106	101	98	103	100	97	104	112
CCc1cccc2c1S/C(=C/c1ccc(OC)cc1)C2=O	59	89	.	28	51	73	57	31
CCCCCCCCCCCCCCCCCC[N+](C)(C)CC(=O)[O-]	113	75	87	99	81	101	101	81
CN(C)[C@@H]1C(=O)C(C(=O)NCc2nc3[nH]cnc(=S)c3[nH]2)=C(O)[C@@]2(O)C(=O)C3=C(O)c4c(O)cccc4[C@@](C)(O)[C@H]3C[C@@H]12	118	101	34	9.8*	13	.	76	26
O=C(/C=C/c1c[nH]c2ccccc12)c1cc2ccccc2oc1=O	106	102	40	89	109	118	86	65
CN(Cc1ccccc1)c1ccccc1	102	104	105	104	120	109	122	.
COC(=O)C1=CCC(n2cnc3c(N)ncnc32)O1 (stereo not given)	115	97	102	105	95	105	104	93
O=C(OCc1ccc2c(Cl)cc(Cl)c(O)c2n1)c1c[nH]c2ccccc12	.	33	62	59	76	69	36	59
COc1cccc(/C=C2\SC(N3CCN(c4ccccn4)CC3)=NC2=O)c1	110	94	108	103	87	101	97	96
O=C1[C@@H]2Cc3c([nH]c4ccccc34)[C@@H](c3ccc(Cl)cc3)N2C(=O)CN1C1CCN(CC2CCCCC2)CC1	104	93	100	95	104	100	91	74
CC(C)(C)C(=O)Nc1nc2c(s1)CCCc1ccn(S(=O)(=O)c3ccccc3)c1-2	100	92	103	90	85	104	97	79
CCCC(=O)c1ccc(C)o1	103	107	104	109	109	106	106	111
CC(O)COC1CCCCC1 (stereo not given)	105	103	120	107	106	103	100	96
N#CN1CC[C@H](C(=O)Nc2cc3cc(C(N)=O)ccc3cn2)C1	-9.9*	1.7*	3.6*	-27*	-64*	-28*	.	-34*
CC1Cc2c(Cl)ncnc2N(C)c2ccc(F)cc21 (stereo not given)	87	70	102	92	110	70	77	100
COC(=O)Nc1nc2ccc(C3(c4ccc(F)cc4)OCCO3)cc2[nH]1	48	22	-53*	23	.	45	21	53
CCCCSc1ncnc2nc[nH]c12	115	97	108	102	64	58	102	100
COc1cc2cc3c(nc2cc1OC)CCN3Cc1ccc(NC(=O)c2cc(C(F)(F)F)cc(C(F)(F)F)c2)cc1	91	87	78	94	104	83	73	79
CCCCN(CCCC)C(=O)c1ccc(C)cc1	105	94	101	98	108	102	100	99
Cc1ccc(S(=O)(=O)CC(=O)Nc2ccc(C(=O)O)cc2)cc1	108	104	103	98	101	101	99	105
CCNCC(O)Cc1ccc(OCC)cc1 (stereo not given)	114	100	108	101	96	92	99	97
CC1NC(=S)NC(=O)/C1=C\c1cc(=O)oc2c1ccc1ccccc12 (stereo not given)	107	81	98	99	88	73	99	96
O=C1OCC2=C1C(c1cccc(Br)c1)c1cc3c(cc1N2CCO)OCCO3 (stereo not given)	52	14	-40*	15	.	49	1.6*	27
CCCCC1CCCCC1	108	105	103	103	101	102	.	108
CCOC(=O)[C@@]1(C#N)CC2CCC1C2 (stereo not given in full)	108	92	107	103	95	119	106	106
c1ccc(N=C2SCCCS2)cc1	105	97	103	108	110	102	104	104
COc1ccc(-c2nnc(-c3ccc(OC)cc3)n2-c2cc(OC)c(OC)c(OC)c2)cc1	105	71	109	98	98	.	102	94
CC(C)NS(=O)(=O)c1cccc([N+](=O)[O-])c1	98	102	104	106	117	119	104	94
CCCCCCCCOC(=O)COc1ccc(Cl)cc1Cl	104	102	103	91	101	102	107	103
Cc1cc2nc3c4ccccc4n(CC4=NCCN4)c3nc2cc1C	-93*	-85*	-87*	-79*	67	-44*	-92*	-91*
COc1ccc(C2CC(c3cccc(Nc4ccncc4)c3)=NN2C=O)cc1 (stereo not given)	106	85	103	105	99	94	91	95
Cc1ccc(S(=O)(=O)/C=C\S(=O)(=O)c2ccc(C)cc2)cc1	115	106	120	113	106	107	101	95
CCCNNC(=O)c1ccc(CNC(=O)/C=C/c2ccccc2)cc1	36[2.5 µM]	35[2.5 µM]	32[2.5 µM]	30[2.5 µM]	45[2.5 µM]	24[2.5 µM]	29[2.5 µM]	7.2*[2.5 µM]
CC(C)CC(C)NCCOC(=O)c1ccccc1 (stereo not given)	105&117	101&103	102&99	108&107	115&91	96&103	103&98	100&121
The results go on.
SMILES	SK-MEL-28	A549/ATCC	MDA-MB-435	M14	SK-MEL-2	UACC-257	SK-MEL-5	UACC-62
O=C1Nc2ccccc2/C1=C\c1ccccc1O	97	114	82	86	107	94	93	80
COc1ccc(C2CC(=O)Nc3ncn(-c4ccc(F)cc4)c32)cc1 (stereo not given)	110	74	111	100	96	.	98	98
Nc1ccc(Cc2ccccc2)cc1	104	92	96	110	122	100	99	62
CCOC(=O)C1=C(C)NC(=O)NC1c1ncc(C(C)O)s1 (stereo not given)	111	94	101	99	100	96	102	91
CC(=O)O[C@@H]1C(=O)N(c2cnccn2)[C@H]1c1ccccc1[N+](=O)[O-]	57	14	-39*	-2.8*	11	45	-57*	30
COc1ccc(OC)c(/C=C2\C(=O)NN=C2N)c1	86	105	95	106	99	100	110	105
COc1ccc2[nH]c(O)c(N=NC(=O)c3ccc4nc(-c5ccc(C)cc5)[nH]c4c3)c2c1	111	102	111	108	116	107	95	107
O=C(O)CSC1(SCC(=O)O)CCCCC1	107	99	100	96	104	101	109	99
CC(C)C1(Cl)CC=C(CC(Cl)(Cl)Cl)CC1 (stereo not given)	104[5 µM]	104[5 µM]	109[5 µM]	100[5 µM]	105[5 µM]	108[5 µM]	99[5 µM]	96[5 µM]
C=C1c2nc3ccccc3n2C=C(c2ccc(OC)cc2)N1Cc1cccc(OC)c1	100	79	97	100	42	95	90	93
O=C1CCN(CCCN2CCC(=O)NC2=S)C(=S)N1	108	100	109	112	104	100	99	99
O=C1NC(=O)C(Cn2c(-c3ccccc3)nc3ccccc32)N1 (stereo not given)	105	99	101	103	108	111	99	98
CCOC(=O)c1nc(Nc2ccc(C(C)=O)cc2)sc1C	102	94	100	104	106	102	100	95
Cc1cc(NS(=O)(=O)c2ccc(N)cc2)no1	104&120	97&101	101&108	101&118	94&110	104&102	96&103	98
CCOC(=O)c1csc(NC(=O)c2ccc(NCc3ccccc3)c([N+](=O)[O-])c2)n1	103	98	90	92	95	94	99	94
O=C1CSc2cc(Cl)ccc2N1	107	114	107	103	109	117	96	103
C=C1CC[C@@H]2[C@](C)(C=O)[C@@H](O)CC[C@@]2(C)[C@@H]1COc1ccc2ccc(=O)oc2c1	114	93	95	100	99	103	88	84
COc1ccccc1/C=C1/Sc2scc(CC(=O)Nc3ccccc3)[n+]2C1=O	105	104	106	93	104	102	86	84
Nc1nonc1-c1nc2ccccc2n1Cc1cc2c(cc1Br)OCO2	103	78	99	99	100	86	90	92
N#CCC(=O)c1cccc(Cl)c1	101	94	112	104	98	94	100	102
Nc1ccc2c(c1)/C(=N/O)c1cc([N+](=O)[O-])ccc1-2	102	49	51	49	97	81	81	73
Cc1sc2nc3[nH]c(=O)/c(=C/c4ccc(Cl)cc4)n3c(=O)c2c1C	107	85	103	108	.	.	99	95
CC(=O)Nc1ccc(S(=O)(=O)Nc2nnc(C)c(C)n2)cc1	112	102	120	106	113	109	113	106
CCOC(=O)c1cccnc1Nc1ccc(NC(=O)Nc2c(C)cccc2Cl)cc1	102	99	93	111	101	103	99	90
CN(C(=O)c1ccc(C(F)(F)F)cc1)c1sc2c(c1C#N)CCC(=O)C2	109	102	100	98	110	104	96	80
O=C1C=C[C@H](O)[C@@]2(CO)O[C@@H]12	42	144	77	86	-12*	108	100	66
COC(=O)C(Cc1cn(C(C)=O)c2ccccc12)P(=O)(OC)OC (stereo not given)	114	106	100	92	102	110	97	93

Among those listed so far, these contain a Cl atom:
SMILES	SK-MEL-28	A549/ATCC	MDA-MB-435	M14	SK-MEL-2	UACC-257	SK-MEL-5	UACC-62
CCOC(=O)c1cn2ncnc(Oc3ccc(NC(=O)Nc4ccc(Cl)c(C(F)(F)F)c4)cc3)c2c1C	94	91	95	88	110	86	96	72
COc1cc(C(=O)c2c(N)c(C#N)cn2-c2ccc(Cl)cc2Cl)cc(OC)c1OC	105	98	107	103	99	103	100	95
Cc1cc(-c2ccccc2)n(N2NN=NC2(C)c2cccc(Cl)c2)c(=S)n1 (stereo not given)	104	92	98	100	98	96	97	92
O/N=C/c1cccc(Cl)c1	106	101	98	103	100	97	104	112
O=C(OCc1ccc2c(Cl)cc(Cl)c(O)c2n1)c1c[nH]c2ccccc12	.	33	62	59	76	69	36	59
O=C1[C@@H]2Cc3c([nH]c4ccccc34)[C@@H](c3ccc(Cl)cc3)N2C(=O)CN1C1CCN(CC2CCCCC2)CC1	104	93	100	95	104	100	91	74
CC1Cc2c(Cl)ncnc2N(C)c2ccc(F)cc21 (stereo not given)	87	70	102	92	110	70	77	100
CCCCCCCCOC(=O)COc1ccc(Cl)cc1Cl	104	102	103	91	101	102	107	103
CC(C)C1(Cl)CC=C(CC(Cl)(Cl)Cl)CC1 (stereo not given)	104[5 µM]	104[5 µM]	109[5 µM]	100[5 µM]	105[5 µM]	108[5 µM]	99[5 µM]	96[5 µM]
O=C1CSc2cc(Cl)ccc2N1	107	114	107	103	109	117	96	103
N#CCC(=O)c1cccc(Cl)c1	101	94	112	104	98	94	100	102
Cc1sc2nc3[nH]c(=O)/c(=C/c4ccc(Cl)cc4)n3c(=O)c2c1C	107	85	103	108	.	.	99	95
CCOC(=O)c1cccnc1Nc1ccc(NC(=O)Nc2c(C)cccc2Cl)cc1	102	99	93	111	101	103	99	90
